# EPAC2 antagonist = antagonists of human EPAC2; EPAC2 GEF exchange of Rap1B-BODIPY-GDP, fluorescence; Potency, µM (series often up to 114 µM), for the others: at the highest dose activity, negative = inhibition, most hits filed as inhibitors; hit rate 0.18% among 360,000; AID 720708; also: potency is read from the fitted curve at half-maximal effect; % is scaled to controls: 0 for no effect and ±100 for the full control effect; nearly all actives have a fitted effect of over 45% in size; many of its hits are not listed in these tables
# Target sequence (Q8WZA2 whole entry, looked up): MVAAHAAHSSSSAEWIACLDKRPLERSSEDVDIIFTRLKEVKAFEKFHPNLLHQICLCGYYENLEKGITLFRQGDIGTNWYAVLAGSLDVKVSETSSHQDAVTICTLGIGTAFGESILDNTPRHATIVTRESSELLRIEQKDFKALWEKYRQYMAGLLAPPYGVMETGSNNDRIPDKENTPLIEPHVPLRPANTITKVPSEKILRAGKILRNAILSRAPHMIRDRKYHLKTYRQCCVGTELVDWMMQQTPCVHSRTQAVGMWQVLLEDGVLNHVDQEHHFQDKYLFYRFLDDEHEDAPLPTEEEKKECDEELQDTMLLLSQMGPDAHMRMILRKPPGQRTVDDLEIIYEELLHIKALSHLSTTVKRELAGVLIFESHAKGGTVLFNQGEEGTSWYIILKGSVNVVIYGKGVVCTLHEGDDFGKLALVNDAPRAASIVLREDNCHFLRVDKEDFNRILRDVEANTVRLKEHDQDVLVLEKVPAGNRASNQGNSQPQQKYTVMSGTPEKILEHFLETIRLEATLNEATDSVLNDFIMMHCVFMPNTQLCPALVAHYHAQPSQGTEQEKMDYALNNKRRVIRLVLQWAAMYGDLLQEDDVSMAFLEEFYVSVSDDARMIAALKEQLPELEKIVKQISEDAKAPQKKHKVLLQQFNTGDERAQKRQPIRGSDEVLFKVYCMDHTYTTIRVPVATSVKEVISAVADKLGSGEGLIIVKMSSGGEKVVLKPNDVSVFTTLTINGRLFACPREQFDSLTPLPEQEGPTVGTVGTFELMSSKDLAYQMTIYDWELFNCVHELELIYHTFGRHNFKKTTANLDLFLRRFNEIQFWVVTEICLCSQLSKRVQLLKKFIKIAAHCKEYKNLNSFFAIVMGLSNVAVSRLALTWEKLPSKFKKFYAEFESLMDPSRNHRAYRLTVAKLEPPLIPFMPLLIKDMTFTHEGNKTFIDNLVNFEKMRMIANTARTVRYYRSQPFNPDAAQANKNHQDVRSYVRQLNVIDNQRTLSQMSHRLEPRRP
# WRN helicase inh = WRN helicase (human) inhibition; AID 651768; Potency, µM (top dose mostly 114 µM), for the others: at the highest dose activity change, negative = inhibition, usual class: inhibitors; WRN helicase unwinding, fluorescent forked duplex, kinetic; Q14191; hit rate 0.46% among 360,000; also: potency is read from the fitted curve at half-maximal effect; % is scaled to controls: 0 for no effect and ±100 for the full control effect; nearly all actives have a fitted effect of over 55% in size
#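 WRN at 20 nM final preincubated with compound 15 min at room temperature; reaction started with 100 nM fluorophore/quencher forked duplex oligonucleotide and 2 mM ATP final. Unwinding followed kinetically by red fluorescence (ex 525, em 598 nm).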
# CCT chaperon mod = changes cytosolic chaperonin activity. purified chaperonin ATPase assay, HTRF ADP detection, 30 min. hit rate 0.3% among 360,000. AID 651819. activity change, % (no concentration beside the values), hits read low; in the data active = activity change below about -30%; also: % is scaled to controls: 0 for no effect and ±100 for the full control effect
#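 TRiC at 40 or 20 nM final (batch-dependent) in 30 mM Tris pH 7.4, 100 mM KCl, 5 mM MgCl2, 1 mM DTT, with compound at single 76 uM and 10 uM ATP, 30 min at 37 deg C. ADP detected by HTRF Transcreener, 665/615 ratio.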
# EPAC1 agonist = activates human EPAC1 exchange factor | O95398 | EPAC1 agonist qHTS, biochemical assay; response scale: 100% = response to 6.5 mM cAMP | Potency, µM (series often up to 154 µM), for the others: at the highest dose activation, actives largely listed as activators | hit rate 0.073% among 360,000; also: potency is read from the fitted curve at half-maximal effect; nearly all actives have a fitted effect of over 60% in size
#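 Multi-concentration qHTS readout: loss of Rap1B-bound BODIPY-GDP fluorescence driven by 100 nM EPAC1 with excess GDP (50 uM), monitored kinetically at room temperature; agonist response expressed relative to 6.5 mM cAMP.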
# EPAC1 antagonist = EPAC1 (human) antagonism; O95398; EPAC1 GEF assay, Rap1b-BODIPY-GDP exchange fluorescence; Potency, µM (titrated, usually from 115 µM), without a hit: at the top dose activity change, negative = inhibition, actives largely listed as inhibitors; hit rate 0.14% among 360,000; AID 720709;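 also: potency is read from the fitted curve at half-maximal effect; plate controls were vehicle for no effect and positive control for full effect; nearly all actives have a fitted effect of over 50% in size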
# PLK1 PBD inh = PLK1 (human) polo-box domain binding inhibition | hit rate 2.8% among 360,000 | Plk1 PBD binding of FITC phosphopeptide, fluorescence polarization | AID 720504 | Potency, µM, for the others: max response, negative = inhibition, hits mostly inhibitors; also: potency is read from the fitted curve at half-maximal effect; series mostly up to about 57 µM; % is scaled to controls: 0 for no effect and ±100 for the full control effect; nearly all actives have a fitted effect of over 65% in size
# PI5P4Ka inh = blocks human PI5P4K alpha kinase activity; P48426; PI5P4Kalpha enzyme, ADP-Glo luminescence, 60 min; stronger effect = lower value; max response, %; hit rate 1.2% among 330,000; active = max response of -50% or lower; inconclusive = between -30% and -50%; inactive = -30% or higher; also: value at the top dose of about 77 µM; % is scaled to controls: 0 for no effect and ±100 for the full control effect
#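 PI5P4Kalpha ADP-Glo assay; 5 microM ATP final; 60 min RT reaction; HEPES pH 7.4/EGTA/CHAPS, 5% DMSO; controls lacking substrate or enzyme; luminescent end-point.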
# Mm-Cpn inhibitor = blocks the Methanococcus maripaludis chaperonin Mm-Cpn | Potency, µM (top dose mostly 76.9 µM), without a hit: at the top dose activity, negative = inhibition, actives largely listed as inhibitors | hit rate 0.031% among 330,000 | purified Mm-Cpn ATPase, ADP Transcreener TR-FRET; also: potency is read from the fitted curve at half-maximal effect; % is scaled to controls: 0 for no effect and ±100 for the full control effect; nearly all actives have a fitted effect of over 80% in size
#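 Purified archaeal chaperonin (25 nM final) was preincubated with compound for 10 min at 37°C, then ATP (10 uM final) was added for 30 min at 37°C in Tris pH 7.4/KCl/MgCl2/DTT buffer. ADP was quantified by HTRF Transcreener TR-FRET.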
# Starred values were filed as active, the others as inactive; u = inconclusive; x = no result given; & = joins results of further samples; [ ] = dose if it differs, or a comment. Unless noted, calls follow the shape of the dose curve; as a rule, active = well fitted curve in the direction sought with a large enough effect; inconclusive = small, poorly fitted or top-dose-only effect, or another doubt; inactive = no such curve, though single readings can be large; an effect the other way counts as inactive or inconclusive. These rows are one share of the data; the hit share may differ from the screen's.
SMILES	EPAC2 antagonist	WRN helicase inh	CCT chaperon mod	EPAC1 agonist	EPAC1 antagonist	PLK1 PBD inh	PI5P4Ka inh	Mm-Cpn inhibitor
COc1ccc(C(C)=O)cc1COC(=O)C1CC(=O)N(Cc2ccccc2)C1 (stereo not drawn)	-5%	-32%	1.2	6%	2%	-4%	1	1%
COCCCn1c(SCC(=O)NC2CCCC2)nnc1-c1ccccc1	5%	5%	-0.1	-3%	-4%	-16%	4	2%
O=C(O)c1cc(NCc2ccc3c(c2)OCO3)ccc1N1CCOCC1	-4%	-10%	-0.3	-5%	2%	-12%	-1	-2%
CCNC(=S)NNC(=O)CCn1cc(C)cn1	8%	7%	0.9	-9%	-6%	-5%	-1	1%
O=c1[nH]c(=O)n(C2CCCCCC2)c(O)c1C=NCc1ccc(F)cc1	-1%	-14%	-27	3%	-2%	2%	-1	1%
COCCNC(=S)N/N=C(\C)c1ccc(OC)cc1	-1%	0%	1.3	2%	-17%	-9%	-6	0%
CCOc1cc(NC(=O)C(C)C)c(OCC)cc1NC(=O)Nc1ccccc1	12%	-4%	-1.7	1%	-4%	-1%	4	1%
CC1(C)CN(c2ccc(N3CC(C)(C)C3=O)cc2)C1=O	14%	6%	-0.4	4%	-26%	-26%	-6	1%
CC(C)=CCC/C(C)=C/CNC(=O)C[C@H]1C[C@H](C(=O)N(C(C)C)C(C)C)[C@@]2(C)c3[nH]c4cc(CCC(=O)N(C)C)ccc4c3CCN2C1=O	-17%	-5%	-0.1	-26%	-14%	-2%	2	4%
COc1ccc(S(=O)(=O)Nc2cc(S(=O)(=O)c3ccccc3)c(O)cc2C)cc1	1%	2%	-0.6	-3%	-14%	-3%	-8	-1%
CCC(C(N)=O)N1C(=O)C2C3CCC(C3)C2C1=O (stereo not drawn)	-5%	9%	0.2	-6%	9%	-3%	-18	x
Cc1nc2ccccc2c(=O)n1NC(=O)c1cccc(Cl)c1	-10%	-10%	-2.0	8%	-20%	-2%	5	1%
Cc1cccc(S(=O)(=O)N2CN(Cc3ccco3)c3nc4ccccc4nc32)c1	-3%	-16%	-3.2	12%	-1%	-4%	-20	-10%
Cc1c(NC(=O)CSc2nnc(-c3cccc(Cl)c3)o2)c(=O)n(-c2ccccc2)n1C	-5%	-5%	-0.3	5%	-3%	1%	-4	5%
COc1ccc(F)cc1-c1cc(C(=O)Nc2ccc(NC(C)=O)cc2)[nH]n1	23%	-17%	-1.7	-13%	-2%	8%	-4	x
COC(=O)c1ccc2c(c1)NC(=O)C1CCCN21 (stereo not drawn)	7%	u	-1.3	1%	-15%	u	-23	x
CCN(CC)S(=O)(=O)c1ccc(-c2cn3ccc(C)cc3n2)cc1	-4%	3%	0.7	-2%	9%	-2%	-1	1%
O=C(Nc1ccc(Nc2ccccc2)cc1)c1ccccc1	-24%	-14%	2.0	-9%	-14%	0%	0	x
CN(C)CCNC(=O)c1onc(CSc2nc3ccccc3[nH]2)c1C(=O)NCCN(C)C	18%	1%	-2.1	9%	2%	2%	-1	1%
Cc1nc(C(=O)N2CCC(n3nccc3NC(=O)Nc3ccccc3Cl)CC2)cs1	6%	1%	-1.5	-5%	3%	-9%	-6	-7%
CC1=CC(C)(C)N(S(=O)(=O)c2ccc(C)cc2)c2ccccc21	-2%	-3%	0.6	7%	-5%	3%&-2%	x	1%
CC1CCc2sc(C(=O)NC3CCN(Cc4ccccc4)CC3)cc2C1 (stereo not drawn)	-5%	4%	1.3	-7%	12%	-2%	-7	-3%
CCc1noc(C)c1C(=O)Nc1nc(-c2ccc(Cl)cc2Cl)c(C)s1	11%	-16%[57.1 µM]	0.0	0%	8%	-14%	7	-1%
COc1ncnc2c1NC1=C(S2)C(=NCCC(=O)O)CC(C)(C)C1	6%	u	-1.7	14%	-8%	u	-5	-13%
CSc1ncccc1C(=O)OCC(=O)c1ccccc1	4%	3%	-2.1	6%	8%	-17%	6	0%
Cc1ccc(Nc2nc(Nc3ccc(C)cc3)nc(SC3=NCCS3)n2)cc1	-3%	-18%	-4.3	9%	2%	-7%	x	-1%
COc1ccc(OCC(=O)Nc2nnc(-c3ccco3)s2)cc1	3%	-16%[57.1 µM]	-3.8	2%	-13%	u	u	-11%
CCOC(=O)c1cnc2c(-c3ccc(F)cc3)cnn2c1C(F)(F)F	-3%	-6%	-6.7	-2%	-14%	-10%	3	-10%
CC(=O)Nc1ccc(S(=O)(=O)NCCCCNS(=O)(=O)c2ccc(NC(C)=O)cc2)cc1	1%	-2%	1.5	8%	0%	2%	2	-5%
Cc1ccc(C2CC(c3cccs3)=NN2C(=O)CSC2=NN3CCCC(=O)N=C3S2)cc1 (stereo not drawn)	-23%	-13%	-0.3	-5%	-16%	-5%	-9	-12%

SMILES	EPAC2 antagonist	WRN helicase inh	CCT chaperon mod	EPAC1 agonist	EPAC1 antagonist	PLK1 PBD inh	PI5P4Ka inh	Mm-Cpn inhibitor
Cc1nnc(NC(=O)c2ccccc2Br)s1	-6%	-4%	-4.3	14%	-4%	-6%	-3	2%
CCOc1ccc(NC(=O)CN2CCN(S(=O)(=O)c3ccc(Cl)cc3)CC2)cc1	-1%	-23%	0.2	3%	-4%	-4%	3	u
COc1ccc(CCNS(=O)(=O)CCNC(=O)c2ccc3c(c2)OCO3)cc1	3%	-8%	-8.9	4%	-6%	3%	5	1%
COc1cc(C(=O)CSc2nnc(-c3ccc(O)cc3)n2CC2CCCO2)ccc1NC(C)=O (stereo not drawn)	13%	-10%	-5.1	-3%	13%	-1%	x	0%
O=C(Nc1ccccn1)C1(c2cccs2)CCOCC1	-5%	4%	0.9	5%	-21%	-16%	4	0%
CCNc1c(NC(=O)COc2ccc(Cl)cc2)c(=O)oc2ccccc12	0%	4%	-4.1	12%	16%	-21%	7	0%
O=C(CCN1C(=O)/C(=C/c2ccccc2)SC1=S)N[C@@H](CO)Cc1ccccc1	1%	-1%	0.6	4%	17%	-6%	-6	-2%
Cc1ccc(C)c(N2CCN(S(=O)(=O)c3ccc4c(c3)C(C)(C)C(=O)N4C)CC2)c1	-20%	-3%	-0.6	13%	-11%	-13%	0	0%
CCc1c(C)nc2ncnn2c1Nc1ccc(C#N)c(Cl)c1	7%	2%	-0.6	-4%	2%	-5%	x	0%
CN1CCN(C(=O)c2ccc(Cl)c(S(=O)(=O)N3CCCCCC3)c2)CC1	8%	11%	-0.4	4%	-16%	-4%	11	-4%
O=C1CC(N2CCN(c3cccc(C(F)(F)F)c3)CC2)C(=O)N1c1ccccc1 (stereo not drawn)	-1%	-2%	0.6	-23%	8%	1%	0	1%
COC(=O)CSc1nnc(C)n1-c1cccc(OC)c1	5%	-4%	-3.7	0%	-18%	-2%	-6	-20%
Cc1ccc(S(=O)(=O)Nc2ccc(NC(=O)CN3CCCCC3)cc2)cc1	0%	-1%	1.3	0%	-13%	-3%	2	0%
Cc1cc(C)cc(OCC(=O)N/N=C/c2ccccn2)c1	-3%	-8%	0.8	0%	-1%	-8%	-1	3%
CCN(CC)c1ccc(/C=N/NC(=O)c2ccc(Br)o2)cc1	-8%	-30%	-1.2	3%	-11%	-15%	-5	-3%
CCOc1ccccc1OCC(=O)Nc1c(C)n(C)n(-c2ccccc2)c1=O	13%	10%	0.4	9%	18%	4%	-1	3%
COC(=O)c1[nH]c2cc(OC)ccc2c1NC(=O)CN1CCN(c2cccc(C)c2)C(C)C1 (stereo not drawn)	-13%	-12%	-0.2	14%	-10%	1%	15	0%
CCNC(=O)NC(=O)C(C)Sc1nc2ccccc2c(=O)n1-c1cccnc1 (stereo not drawn)	u	-4%	-0.9	10%	6%	2%	-1	3%
CCCCC1=CC2=CC(=O)C(C)(OC(=O)CC)C(=O)C2=CN1CC(C)C (stereo not drawn)	-4%	5%	0.6	-10%	16%	-18%	7	-1%
Cc1ccc(S(=O)(=O)N(CC(=O)O)c2ccc(Cl)c(C(F)(F)F)c2)cc1	-13%	-16%	1.2	6%	1%	-5%	8	-1%
CC(C)CNS(=O)(=O)c1ccc(S(=O)(=O)NC2CCOC(C)(C)C2)cc1 (stereo not drawn)	2%	-1%	2.3	-4%	6%	0%	x	x
CC(=N)c1c(O)c2ccccc2oc1=O	-1%	-2%	-2.4	-7%	1%	-6%	2	u
O=C1CNC(=O)/C1=C\N1CCCCC1	10%	4%[57.1 µM]	2.2	-4%	15%	-1%	x	1%
CC1N(C(=O)N(C)C)CCN1S(=O)(=O)c1ccccc1 (stereo not drawn)	3%	14%	-0.2	3%	10%	-7%	-7	0%
Cc1ccc(CNC(=O)CSCc2ccc(F)cc2)cc1	-2%	-10%	0.3	3%	-19%	u	-4	-2%
O=C(CN1CCN(c2ccccc2F)CC1)NCc1ccccc1	1%	8%	-2.9	1%	2%	-3%	-14	1%
O=C(Nc1ccccc1Oc1ccccc1)c1ccc(Br)o1	-1%	-6%	0.5	8%	-8%	-8%	19	0%
Cc1cc2oc(=O)ccc2cc1[N+](=O)[O-]	-9%	6%	-0.7	-13%	3%	-5%	-1	-2%
O=C(Nc1ccccc1)c1cc(C2COCCN2C(=O)C2CC2)on1 (stereo not drawn)	-11%	-3%	-1.5	3%	-7%	-5%	-5	x
CCS(=O)(=O)n1nc(-c2ccc(OC)cc2)nc1SC	9%	1%	1.0	6%	12%	-4%	-2	0%

SMILES	EPAC2 antagonist	WRN helicase inh	CCT chaperon mod	EPAC1 agonist	EPAC1 antagonist	PLK1 PBD inh	PI5P4Ka inh	Mm-Cpn inhibitor
Cc1ccc2oc(=O)c3cnn(CC(=O)NCCCOC(C)C)c3c2c1	6%	5%	1.4	-17%	u	-3%	2	-1%
COCCNC(=O)C1(C)CCN(Cc2cccc(Oc3ccccc3)c2)C1 (stereo not drawn)	-3%	6%	0.3	11%	13%	-5%	-3	x
CCOCCn1c(=O)c2c(nc3n2CCN3c2ccc(C)cc2)n(C)c1=O	3%	6%	0.3	0%	15%	1%	-2	x
c1ccc(Nc2cccc(Nc3ccccc3)n2)cc1	-17%	-19%	-1.7	24%	u	-23%	-3	-4%
COc1cc(NC(=O)C[n+]2ccc(C(=O)c3ccccc3)cc2)cc(OC)c1	1%	-15%	1.6	19%	8%	-2%	0	1%
CN(C)C=Nc1ccc2nc3c(cc2c1)[nH]c1ccccc13	5%	u	-2.1	4%	4%	-15%	-6	-6%

# Assay outcomes as filed in PubChem BioAssay.
